# A549 viability: Nrf2 qHTS screen for inhibitors: counterscreen for cytotoxicity; A549 ARE-Fluc cells, CellTiter-Fluor viability, 18-24 h; Potency, µM (top dose mostly 46 µM), inactives show top-dose activity change, negative = cytotoxicity, most hits filed as inhibitors; 390,000 tested, 0.16% active; AID 504648, 2011; also: % is scaled to controls: 0 for no effect and ±100 for the full control effect
#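 A549 ARE-Fluc cells in 5% FBS OPTI-MEM, 5000 cells/well, rested 2 h then exposed to compounds in concentration-response for 18-24 h at 37 °C. Viability by CellTiter-Fluor fluorescence (Ex 405/Em 525) after 30 min; luciferase luminescence (BugLite, 15 min, RT) read afterwards.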
# TGFb SMAD3 inh: qHTS for Inhibitors of TGF-b | HepG2 CAGA-GFP TGF-b/SMAD3 reporter, GFP fluorescence, 18 h; TGF-beta stimulated, 500 pg/mL final | Potency, µM (top dose mostly 46.1 µM), for inactives: at the top dose activity, negative = inhibition, actives largely listed as inhibitors | 410,000 tested, 1.2% active | AID 588855, 2011; also: % is scaled to controls: 0 for no effect and ±100 for the full control effect; nearly all actives have a fitted effect of over 65% in size
#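 Cell-based qHTS in HEPG2 carrying a CAGA-GFP Smad reporter; compounds added before 500 pg/mL final TGF-beta, 18 h incubation at 37 degrees C, GFP fluorescence quantified per cell by imaging cytometry.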
# S2 tox: Viability Counterscreen for Primary qHTS for Inhibitors of ATXN expression; S2 cells (HEK-293 line with an ATXN2-luciferase reporter) viability, CellTiter-Fluor protease fluorescence, 24 h; AID 651635, 2014; 400,000 tested, 0.49% active; Potency, µM (titrated, usually from 56.7 µM), most hits filed as cytotoxic; also: nearly all actives have a fitted effect of over 40% in size
# MCF10A rereplic: A quantitative high throughput screen for small molecules that induce DNA re-replication in MCF 10a normal breast cells; MCF 10A DNA re-replication, Hoechst nuclear intensity, 48 h; Potency, µM (doses to about 46.1 µM), without a hit: top-dose activity, positive = re-replication, most hits filed as activators; 350,000 tested, 2.9% active; also: % of control where 0% means no effect; nearly all actives have a fitted effect of over 50% in size
# Nrf2 activator: qHTS of Nrf2 Activators; 410,000 tested, 0.31% active; Potency, µM (titrated, usually from 46.1 µM), without a hit: at the top dose activation, usual class: activators; AREc32 ARE-luciferase reporter (MCF7-derived line), luminescence, 24 h; also: % of control where 0% means no effect; nearly all actives have a fitted effect of over 65% in size
#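 Reporter line AREc32 (ARE-Fluc), seeded overnight in OPTI-MEM with 5% FBS; compound pin-transferred, 24 hr at 37 deg C, 5% CO2; luminescent read-out.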
# ATXN2 expr inh: Primary qHTS for Inhibitors of ATXN expression. HEK-293 ATXN2-luciferase reporter, luminescence, 24 h. 360,000 tested, 0.72% active. Potency, µM (doses to about 57 µM), without a hit: top-dose activity change, negative = inhibition, usual class: inhibitors. AID 1745845, 2022; also: % is scaled to controls: 0 for no effect and ±100 for the full control effect; nearly all actives have a fitted effect of over 55% in size
#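 qHTS (up to 57 uM final) was run with 24 h compound exposure of reporter cells at 37 °C. Each well was multiplexed: SteadyGlo luminescence measured ATXN2-luciferase expression after a fluorogenic Gly-Phe-AFC viability readout (25 uM final).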
# HepG2 viability: qHTS for Inhibitors of TGF-b: Cytotox Counterscreen | AID 588856, 2011 | 410,000 tested, 0.76% active | HepG2 CAGA-GFP viability, ATP luminescence, 18 h | Potency, µM (highest dose often 46.1 µM), for the others: top-dose activity change, negative = cytotoxicity, actives largely listed as cytotoxic; also: some results filed as inactive show a strong effect at the top dose
#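 CellTiter-Glo luminescence gave cytotoxicity after 18 hours at 37 degrees C. The cells were HepG2 CAGA-GFP in 1% FBS DMEM, stimulated with 500 pg/mL TGF-beta after compound addition. %Activity was normalised to no-cell wells (complete cell-killing) and DMSO (no toxicity), and curves were fitted and classified.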
# EPAC2 antagonist: qHTS for Antagonist of cAMP-regulated guanine nucleotide exchange factor 2 (EPAC2): primary screen; Potency, µM (top dose mostly 114 µM), for inactives: at the top dose activity, negative = inhibition, usual class: inhibitors; EPAC2 GEF exchange of Rap1B-BODIPY-GDP, fluorescence; Rap guanine nucleotide exchange factor 4 (Homo sapiens), Q8WZA2; AID 720708, 2013; 360,000 tested, 0.18% active; also: % is scaled to controls: 0 for no effect and ±100 for the full control effect; nearly all actives have a fitted effect of over 45% in size; many of its hits are not listed in these tables
# Target sequence (Q8WZA2 whole entry, looked up): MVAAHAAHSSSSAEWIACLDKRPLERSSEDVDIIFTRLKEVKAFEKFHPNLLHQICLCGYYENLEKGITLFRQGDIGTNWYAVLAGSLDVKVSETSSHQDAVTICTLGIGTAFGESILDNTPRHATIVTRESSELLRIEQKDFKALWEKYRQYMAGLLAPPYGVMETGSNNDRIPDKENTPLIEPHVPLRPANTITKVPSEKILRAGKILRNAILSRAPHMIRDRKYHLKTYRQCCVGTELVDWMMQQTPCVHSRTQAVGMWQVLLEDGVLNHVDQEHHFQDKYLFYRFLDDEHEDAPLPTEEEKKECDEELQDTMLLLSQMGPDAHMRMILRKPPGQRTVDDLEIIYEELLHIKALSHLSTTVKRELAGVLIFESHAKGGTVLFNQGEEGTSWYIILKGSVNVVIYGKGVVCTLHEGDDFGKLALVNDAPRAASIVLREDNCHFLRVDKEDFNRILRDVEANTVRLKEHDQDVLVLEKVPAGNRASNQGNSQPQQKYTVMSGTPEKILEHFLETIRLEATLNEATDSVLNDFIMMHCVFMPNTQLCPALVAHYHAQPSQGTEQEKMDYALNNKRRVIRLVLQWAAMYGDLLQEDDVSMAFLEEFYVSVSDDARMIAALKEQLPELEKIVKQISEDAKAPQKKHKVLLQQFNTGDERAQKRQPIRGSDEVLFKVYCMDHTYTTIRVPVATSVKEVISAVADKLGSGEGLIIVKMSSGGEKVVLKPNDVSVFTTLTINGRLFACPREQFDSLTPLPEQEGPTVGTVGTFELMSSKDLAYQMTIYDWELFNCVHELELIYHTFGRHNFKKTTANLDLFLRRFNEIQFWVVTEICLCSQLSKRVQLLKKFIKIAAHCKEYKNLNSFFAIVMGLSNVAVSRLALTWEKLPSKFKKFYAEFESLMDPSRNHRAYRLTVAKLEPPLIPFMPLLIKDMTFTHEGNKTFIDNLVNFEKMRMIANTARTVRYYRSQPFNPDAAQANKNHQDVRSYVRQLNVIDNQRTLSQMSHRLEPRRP
# Nrf2 inh: Nrf2 qHTS screen for inhibitors; Potency, µM (highest dose often 46 µM), inactives show at the top dose activity change, negative = inhibition, actives largely listed as inhibitors; AID 504444, 2011; 360,000 tested, 2.1% active; A549 ARE-Fluc reporter, luciferase luminescence, 18-24 h; also: % is scaled to controls: 0 for no effect and ±100 for the full control effect; nearly all actives have a fitted effect of over 60% in size
#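 Reporter: ARE-Fluc in A549. Exposure: 18-24 h, 37 °C, 5% CO2, 5% FBS OPTI-MEM. Readouts: fluorescent cytotoxicity (CellTiter-Fluor), then luminescent Nrf2 signal after BugLite.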
# * hit, by the source's call; i = inactive; ? = inconclusive; . = not tested or not shown; & = joins results of further samples; [ ] = dose if it differs, or a comment. Calls follow the shape of the dose curve; as a rule, active = well fitted curve in the direction sought with a large enough effect; inconclusive = small, poorly fitted or top-dose-only effect, or another doubt; inactive = no such curve, though single readings can be large; an effect the other way counts as inactive or inconclusive. Potency is read from the fitted curve at half-maximal effect. A portion of the library, so the mix of outcomes need not match the whole.
SMILES,A549 viability,TGFb SMAD3 inh,S2 tox,MCF10A rereplic,Nrf2 activator,ATXN2 expr inh,HepG2 viability,EPAC2 antagonist,Nrf2 inh
COc1ccccc1NS(=O)(=O)c1cc(C(=O)N2CCCCCC2)ccc1C,-14%,0%,?,-12%,-0.1%,-6%,-2%,?,?
CCC(C)(C)NC(=O)CSc1nc(Cc2ccccc2)nc2ccccc12,1%,-28%,i,-2%,1.3%[9.22 µM],-19%,-1%,-29%,-26%
CCS(=O)(=O)N1CCC(NC(=O)C(Cc2cc(OC)ccc2OC)NC(C)=O)CC1 (configuration not stated),1%,-2%,i,-3%,-0.3%,5%,-16%,1%,-18%
CCCSc1n[nH]c(NC(C)=O)n1,-6%,?,i,-1%,0.6%,1%,-14%,-4%,20%
CC(C)NC(=O)NC(=O)COC(=O)C1CCCN1C(=O)c1cccs1 (configuration not stated),3%,-18%,i,-5%,-0.6%,-5%,2%,8%,-2%
N#CC1=C(Nc2ccccc2)SC=C(c2ccccc2)N=C1N1CCOCC1,-3%,-9%,i,?,5.4%,-8%,-20%,2%,2%
Cn1c(SCC(=O)c2ccc(-c3ccccc3)cc2)nnc1-c1ccco1,-9%,4%,i,5%,-0.2%,12%,7%,11%[57.1 µM],-23%
CCNC(=O)c1ccc(NS(=O)(=O)c2ccccc2)cc1,0%,16%,i,11%,-0.2%,0%,11%,0%,8%
Cn1c(=O)c2c(nc(NCc3ccco3)n2C)n(C)c1=O,1%,0%,i,-5%,27%,4%,8%,4%,4%
O=C(NCc1cccc(C(F)(F)F)c1)c1csc([C@H]2C[C@H](O)[C@@H](CO)O2)n1,.,-1%,i,.,1.8%,9%,3%,37%[activator],.
COc1cc2[nH]c(=O)n(Cc3ccc(C(=O)NCCCN4CCC(C)CC4)cc3)c(=O)c2cc1OC,?,-5%,i,9%,0.1%,20%,-36%,-5%,-2%
COc1ccc(-c2nnc(-c3ccc4ccccc4c3)o2)cc1,1%,10%,i,2%,3.6%,38%[activator],-3%,11%,?
CC(=O)N/C(=C\c1ccc2c(c1)OCO2)C(=O)NC(C(=O)O)c1ccccc1 (configuration not stated),0%,14%,i,-2%,0.4%,7%,6%,0%,-7%
CSc1nn(Cc2cccc(Cl)c2)c(N(C(C)=O)C(C)=O)c1S(=O)(=O)c1ccccc1,-4%,?,?,.,-0.1%,?,-64%,.,?
CC(NC(=O)/C=C/c1ccco1)c1nc2ccccc2n1Cc1ccccc1F (configuration not stated),-1%,-6%,i,?,?,-2%,-24%,7%,-2%
COC(=O)CCCN1C(=O)c2cccc3cccc(c23)C1=O,1%,-18%,i,?,13µM*,1%,0%,7%,1%
Cc1nc(-c2cccc(F)c2)sc1CCNC(=O)c1c(F)cccc1Cl,17%,-11%,i,.,-0.3%,3%,1%,.,.
CS(=O)(=O)c1ccc(NC(=O)C2CCCN(C(=O)c3ccc(Cl)cc3)C2)cc1 (configuration not stated),9%,-12%,i,-1%,-0.5%,.,-29%,7%,?
CCOCC(=O)N1CCN(Cc2ccc3c(c2)OCO3)CC1,8%,18%,i,3%,-0.2%,-1%,-2%,-4%,8%
CCOc1ccc(Cl)cc1S(=O)(=O)N1CCC(C(=O)NC2CC2)CC1,-2%,-7%,.,0%,0.1%,-3%,-1%,-4%,-4%
CCOc1ccc(NC(=S)N2CCC(C(=O)c3ccc(OC)cc3)CC2)cc1,.,-3%,i,.,0.5%,.,-9%,-8%,.
COc1ccc(C2C=C(c3ccccc3)Nc3ncnn32)cc1 (configuration not stated),11%,3%,.,15%,3.8%,-9%,-33%,12%,-6%
COc1cc(/C=N/NC(=O)NC23CC4CC(CC(C4)C2)C3)ccc1OCC(N)=O,-13%,2%,i,10%,-0.6%,.,-32%,-22%,?
O=C(CSCc1ccc(Cl)cc1Cl)Nc1c[nH]c(=O)[nH]c1=O,-4%,4%,i,-1%,-0.6%,-1%,5%,15%,-3%

# Quoted at random: 6 entries already listed.
SMILES,A549 viability,TGFb SMAD3 inh,S2 tox,MCF10A rereplic,Nrf2 activator,ATXN2 expr inh,HepG2 viability,EPAC2 antagonist,Nrf2 inh
O=C(CSCc1ccc(Cl)cc1Cl)Nc1c[nH]c(=O)[nH]c1=O,-4%,4%,i,-1%,-0.6%,-1%,5%,15%,-3%
CCOc1ccc(NC(=S)N2CCC(C(=O)c3ccc(OC)cc3)CC2)cc1,.,-3%,i,.,0.5%,.,-9%,-8%,.
CCOc1ccc(Cl)cc1S(=O)(=O)N1CCC(C(=O)NC2CC2)CC1,-2%,-7%,.,0%,0.1%,-3%,-1%,-4%,-4%
COc1cc(/C=N/NC(=O)NC23CC4CC(CC(C4)C2)C3)ccc1OCC(N)=O,-13%,2%,i,10%,-0.6%,.,-32%,-22%,?
CC(NC(=O)/C=C/c1ccco1)c1nc2ccccc2n1Cc1ccccc1F (configuration not stated),-1%,-6%,i,?,?,-2%,-24%,7%,-2%
COc1ccc(C2C=C(c3ccccc3)Nc3ncnn32)cc1 (configuration not stated),11%,3%,.,15%,3.8%,-9%,-33%,12%,-6%

# (more compounds)
SMILES,A549 viability,TGFb SMAD3 inh,S2 tox,MCF10A rereplic,Nrf2 activator,ATXN2 expr inh,HepG2 viability,EPAC2 antagonist,Nrf2 inh
COc1ccc(-c2nn(-c3ccccc3)cc2C=O)cc1[N+](=O)[O-],-2%,11%,i,13%,2.4%,-14%,3%,-9%,?
C=C1[C@@H](CCO)N(S(=O)(=O)C(C)(C)C)C[C@@H]1C,6%,-17%,i,7%,1.3%,3%,-1%,10%,16%
Cc1ccc(Nc2n[nH]c(=S)s2)cc1C,.,4%,i,.,3.8%,.,2%,-16%,.
Cc1cccc(C)c1N(CC(=O)N1CCN(C)CC1)S(C)(=O)=O,1%,-23%,i,-1%,-0.3%,2%,-19%,15%,25%
Oc1ccc(Oc2ncc(Cl)cc2Cl)cc1,0%,-28%,?,6%,-0.1%,0%,-42%,-2%,-10%
Cc1nc2sccn2c(=O)c1S(=O)(=O)Nc1ccc(N2CCOCC2)c(Cl)c1,-1%&0%,?,i,-3%,0.3%&0.2%,-2%&9%,-5%&-1%,-7%,?
Cc1ccc(-c2cc([C@H]3[C@@H]4C=CCC[C@@]4(C)C(=O)N3Cc3ccccc3)ccc2F)cc1,5%,?,i,5%,6.0%,0%,-32%,?,-16%
Cn1c(SCC(=O)NC(C)(C)C)nc(O)cc1=O,-3%,-1%,i,?,0.2%,8%,1%,3%,7%
O=C(Nc1ccccc1C(=O)Nc1ccncc1)c1ccc([N+](=O)[O-])cc1,-1%,9%,i,-33%[inhibitor],11%,3%,-20%,-23%,7%
COC(=O)C(NS(N)(=O)=O)C(C)C (configuration not stated),-1%,-21%,.,.,.,.,-19%,.,11%
CC/C(=N/NC(=O)c1ccccc1O)c1c(C)[nH]n(-c2ccccc2)c1=O,-19%,?,i,?,-0.7%,?,-41%,-11%,-29%
O=S(=O)(Nc1ccc(Br)cn1)c1cccs1,0%,-1%,i,-2%,0.0%,1%,-2%,1%,-5%
COc1ccc(N2CCN(Cc3nc4c(c(=O)[nH]c(=O)n4C)n3Cc3ccccc3F)CC2)cc1,-1%,-6%,.,.,-0.1%,.,-10%,.,9%
Cc1cccc(NC(=S)Nc2cccc(C(F)(F)F)c2)n1,12%,-9%,i,8%,8.5%,-7%,-23%,-5%,4%
CCOc1ccc(NC(=O)c2ccc(S(=O)(=O)N(C)C)cc2)cc1,-3%,0%,i,7%,0.4%,-14%,-14%,-3%,-18%
O=C(Nc1ncn[nH]1)c1c(Cl)ccc(Cl)c1Cl,-10%,-10%,i,5%,-0.6%,12%,-8%,13%,-15%
C=CCCc1ccc(C#N)c(SCc2c(C(=O)OCC)c3cc(OC(C)=O)c(Br)cc3n2C)n1,-1%,?,?,20%,0.5%,5%,-1%,13%,14%
CC1(C)OC(=O)N2CCc3ccccc3C21C (configuration not stated),0%,-10%,i,2%,0.2%,1%,-9%,4%,11%
Cc1noc(Cn2c(=O)c3ccccc3n(CC(=O)Nc3ccc(F)cc3F)c2=O)n1,-2%,-4%,.,.,1.0%,.,5%,.,22%
Oc1ccc(-c2nc3ccccc3s2)cc1,-2%,?,i,-1%,?,.,-59%,2%,19%
COc1nc(Nc2cccc([N+](=O)[O-])c2)nc(OC)n1,-3%,15%,i,-7%,9.7%,0%,11%,6%,-9%
COc1cc(CN2CCNC(=O)C2CC(=O)NCCc2ncccc2C)cc(OC)c1 (configuration not stated),-2%,-4%,i,5%,-0.1%,16%,3%,5%,3%
COc1cc(-c2nnc(-c3ccccc3)o2)cc(OC)c1OC,1%,7%,i,23%,5.8%,6%,2%,2%,-4%
O=C(Nc1ccccc1N1CCCCC1)c1ccc(-c2cccc(Cl)c2)o1,2%,14%,i,16µM*,0.6%,-7%,4%,-9%,16%
CCOc1ccc(CCN2C(=S)N([C@@H](Cc3ccc(O)cc3)CN3CCC[C@@H]3CN3C(=S)NC[C@@H]3CC(C)C)C[C@@H]2CC(C)C)cc1,.,4.5µM*,?,.,3.0%,?,-10%,-19%,.
N#Cc1cc2ccccc2nc1N,10%,?,i,-1%,1.8%,-11%,0.28µM*,2%,8%
CC1(C)C(=O)OC(/C=C/c2cccc([N+](=O)[O-])c2)C(C)(C)C1=O (configuration not stated),14%,?,i,7%,?,.,-6%,4%,-16%
Cc1ccc2nc(SCC(=O)N3CCN(c4ccccc4)CC3)[nH]c2c1,1%,-25%,i,0%,0.9%,-12%,-18%,-21%,-6%
COc1ccc(CCNC(=O)c2ccc([N+](=O)[O-])cc2Cl)cc1OC,1%,8%,i,1%,-0.7%,-27%,-6%,-1%,-16%
COc1ccc(C(=O)NC(=S)N(CCC(C)C)c2c(N)n(Cc3ccccc3)c(=O)[nH]c2=O)cc1,2%,-6%,i,14%,-0.9%,10%,-13%,2%,2%
CCc1ccc2[nH]c(=O)c(CN(CCN3CCCC3)C(=O)NC3CCCCC3)cc2c1,3%,-3%,i,14%,3.4%,2%,-49%,0%,21%
